HePTP inhibitor: inhibitors of human HePTP phosphatase, primary screen, biochemical, absorbance, leukemia target; recombinant HePTP phosphatase activity, OD absorbance; inhibition, % at 20 µM; hit rate 0.64% among 110,000; AID 521, 2006; in the data active means inhibition above about 50%;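 further: plate controls were vehicle for no effect and reference inhibitor for full effect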
Target sequence (P35236 whole entry, looked up): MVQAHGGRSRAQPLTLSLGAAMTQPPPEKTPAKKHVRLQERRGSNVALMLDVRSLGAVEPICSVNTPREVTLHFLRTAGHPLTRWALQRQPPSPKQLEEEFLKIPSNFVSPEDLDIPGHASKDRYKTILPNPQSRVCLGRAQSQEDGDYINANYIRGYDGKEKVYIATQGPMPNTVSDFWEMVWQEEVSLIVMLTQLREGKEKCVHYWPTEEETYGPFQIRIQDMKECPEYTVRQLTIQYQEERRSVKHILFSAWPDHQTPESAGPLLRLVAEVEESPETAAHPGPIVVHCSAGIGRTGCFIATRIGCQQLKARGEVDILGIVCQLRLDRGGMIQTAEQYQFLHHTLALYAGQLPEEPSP
BAP1 block: inhibitors of BAP1 deubiquitinase, primary screen, biochemical, Ub-AMC fluorescence, kinetic; Ubiquitin carboxyl-terminal hydrolase BAP1 (Homo sapiens), Q92560; recombinant BAP1, Ub-AMC hydrolysis fluorescence kinetic; hits give low values; activity remaining (% of control), % at 20 µM; hit rate 0.48% among 72,000;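 active means activity remaining at or below 50% of control, provided the compound also passes the data quality filters; inactive means the rest, including low values that fail the filters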;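 further: 100% = DMSO wells rate and 0% = substrate alone blank rate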
Starred values were filed as active, the others as inactive; . = not tested or not shown; & = joins results of further samples.

No.	canonical_smiles	HePTP inhibitor	BAP1 block
1	CCOC(=O)C1Cc2cc3c(cc2C1=O)CC(C(=O)OCC)C3=O (stereo not given)	6&-8	.
2	COc1cc(OC)cc(C(=O)Nc2ccccc2Br)c1	-8	.
3	CCCSc1nnc2c(n1)OC(c1cccs1)Nc1ccccc1-2 (stereo not given)	.	69
4	c1ccc2[nH]c(SN3CCOCC3)nc2c1	3	77
5	CS(=O)(=O)N1CCc2cc(S(=O)(=O)Nc3ccc4c(c3)OCCO4)ccc21	.	99
6	O=C(O)COc1ccc2c(c1)OCCO2	5	89
7	COc1ccc(C(=O)NC(Oc2ccc(Cl)cc2)C(Cl)(Cl)Cl)cc1OC (stereo not given)	-1	.
8	COC(=O)c1cc(S(=O)(=O)N2CCC(C)CC2)ccc1F	6	148
9	CCN(CCCNC(=O)C1CCN(S(=O)(=O)c2cnc[nH]2)CC1)c1ccccc1	5	118
10	CCOC(=O)c1ccc(NC2c3ncccc3C(=O)N2Cc2ccc(F)cc2)cc1 (stereo not given)	2	105
11	CCC(=O)Nc1cc(-c2nc3ccccc3o2)ccc1OC	10	.
12	CCC(C)NC(=O)C(NS(=O)(=O)c1ccc2c(c1)c(=O)n(C)c(=O)n2C)c1ccccc1 (stereo not given)	-1	89
13	Nc1cc(N)cc(C(=O)OCc2nc3cc4ccccc4cc3[nH]2)c1	.	135
14	N/C(=N\OC(=O)c1cccc(F)c1)c1cccnc1	6	.
15	CCOc1ccc(OCC)c(NC(=O)C2C3C=CC(O3)C2C(=O)NCc2ccco2)c1 (stereo not given)	5	88
16	Brc1ccc(CSc2nnnn2-c2ccccc2)cc1	4	.
17	Cc1cccc(N2C(=O)c3ccc(NC(=O)c4ccc(Br)cc4)cc3C2=O)c1	.	59
18	COc1cc(/C=c2/sc3nc4ccccc4n3c2=O)cc(Br)c1OC	-4	.
19	COc1ccc(-c2nc3cc(NC(=O)c4ccc5c(c4)OCCO5)ccc3o2)cc1Cl	-2	.
20	O=C(c1ccco1)N1CCN(C(=O)C2CCN(S(=O)(=O)c3cccs3)CC2)CC1	4	105
21	CCOC(=O)c1nn(-c2ccc(OC)cc2)c(=O)c2c(N)scc12	5	62
22	Cc1ccc(S(=O)(=O)N(C)Cc2nc(-c3ccncc3)no2)cc1	8	72
23	CC(C1CC1)N(Cc1ccccc1)C(=O)c1ccc(F)cc1 (stereo not given)	-12	.
24	CCOC(=O)c1ccc(NC(=O)CSc2nc(C)cc(=O)[nH]2)cc1	10	28*
25	O=C(NN1CCOCC1)c1ccccc1F	-11	.
26	COc1ccc(N2C(=O)C=CC2=O)cc1	6	.
27	CCOc1ccc(N2CC(C(=O)Nc3ccccc3F)CC2=O)cc1 (stereo not given)	0	103
28	O=c1oc2ccccc2n1CCc1ccccc1	2	104
29	CC1CN=C(N(C(=O)Nc2ccccc2)c2ccc(S(=O)(=O)N3CCOCC3)cc2)S1 (stereo not given)	4	55
30	CCOC(=O)N1CCN(CCC(=O)c2ccc(Cl)cc2)CC1	13	84

7 compounds from above, ordered by the number in BAP1 block, largest number first.
No.	canonical_smiles	HePTP inhibitor	BAP1 block
10	CCOC(=O)c1ccc(NC2c3ncccc3C(=O)N2Cc2ccc(F)cc2)cc1 (stereo not given)	2	105
27	CCOc1ccc(N2CC(C(=O)Nc3ccccc3F)CC2=O)cc1 (stereo not given)	0	103
6	O=C(O)COc1ccc2c(c1)OCCO2	5	89
3	CCCSc1nnc2c(n1)OC(c1cccs1)Nc1ccccc1-2 (stereo not given)	.	69
21	CCOC(=O)c1nn(-c2ccc(OC)cc2)c(=O)c2c(N)scc12	5	62
29	CC1CN=C(N(C(=O)Nc2ccccc2)c2ccc(S(=O)(=O)N3CCOCC3)cc2)S1 (stereo not given)	4	55
24	CCOC(=O)c1ccc(NC(=O)CSc2nc(C)cc(=O)[nH]2)cc1	10	28*

Carrying on:
No.	canonical_smiles	HePTP inhibitor	BAP1 block
31	Cc1ccc(S(=O)(=O)N2CCOCC2)c(C)c1-n1cnnn1	8	83
32	CCN1CCN(c2ccc(C(=O)Nc3ccc(Cl)cc3)cc2[N+](=O)[O-])CC1	.	106
33	O=C(Nc1ccc(Br)cc1)c1ccc(S(=O)(=O)N2CCCC2)cc1	5	.
34	CCOC(=O)c1ccc2c(c1)NC(=O)C(N1CCN(c3ccc(OC)cc3)CC1)S2 (stereo not given)	-2	87
35	COc1ccc2c(c1OC)C(=O)OC2CC(=O)c1cc(Cl)ccc1O (stereo not given)	-10	.
36	CCc1ccc(N2CC34C=CC(O3)C(C(=O)OC(C)C)C4C2=O)cc1 (stereo not given)	-7	.
37	OCCNc1nc(N2CCN(Cc3ccccc3)CC2)nc2ccccc12	9	209
38	Cc1ccc2c(c1)c1ccccc1n2COCc1ccccc1	6	.
39	COc1ccc(Cl)cc1C(=O)NCc1ccco1	6	.
40	COc1ccc(CCNC(=O)c2ccc(I)cc2)cc1	-14	.
41	O=C(Nc1cc2cccc([N+](=O)[O-])c2oc1=O)c1ccc(F)cc1	.	67
42	OC1(Cc2ccn[nH]2)CCCCC1	9	104
43	CN(C)C=Nc1ncc2c([nH]c3ccccc32)c1C#N	2	117
44	O=C(NCc1ccc(F)cc1)c1ccc(CS(=O)(=O)Cc2ccc(F)cc2)o1	-6	106
45	COc1ccc(NS(=O)(=O)c2cccc(-c3nnc4n3CCCCC4)c2)cc1	-4	.
46	CCOc1cc(N2CCOCC2)c(OCC)cc1NC(=O)CCC1CCCC1	8	126
47	O=C1OC(c2cccc(Cl)c2)=N/C1=C\c1ccc(OC(=O)c2cccc([N+](=O)[O-])c2)cc1	2	.
48	CC(C)CN(CC(C)C)C(=O)c1ccccc1Br	-5	.
49	CN1CCN(C(=O)c2ccc3c(=O)n(CCc4ccccc4)c(=S)[nH]c3c2)CC1	14	110
50	CCOc1ccc(C2CC(=O)NC(SCC#N)=C2C#N)cc1OC (stereo not given)	5	.
51	CCOc1ccccc1N(CC(=O)Nc1ccccc1C(=O)OC)S(C)(=O)=O	-4	.
52	COc1ccc(S(=O)(=O)N(C)CC(=O)Nc2ccccc2C(F)(F)F)cc1	-2	119
53	COc1ccc(C(=O)N2CCN(Cc3c[nH]c4ccccc34)CC2)cc1OC	20	.
54	COC(=O)CN(c1ccc(Cl)c(Cl)c1)S(=O)(=O)c1ccccc1	6	.
55	CC(=O)N=C(N)Sc1nc2ccccc2[nH]1	6	152
56	O=C(COc1ccc(Cl)cc1Cl)NNC(=O)CN1C(=O)/C(=C/c2ccc(Cl)cc2Cl)SC1=S	6	.
57	O=[N+]([O-])c1ccc2c(c1)C1C=CCC1C(c1ccc(F)cc1)N2 (stereo not given)	-5	.
58	c1ccc(-c2nnc3ccc(N4CCC5(CC4)OCCO5)nn23)cc1	5	83
59	Cc1ccc(OCC(=O)Nc2cc3nn(-c4ccc(C)cc4)nc3cc2C)cc1	-8	.
60	Cn1c(CN2CCCCC2)nc2cc(NC(=O)c3ccc(F)cc3)ccc21	-1	118

Next section.
No.	canonical_smiles	HePTP inhibitor	BAP1 block
61	O=C(Nc1c[nH]c(=O)[nH]c1=O)c1ccc([N+](=O)[O-])cc1	-14	.
62	CCc1nn(-c2cc(Cl)ccc2OC)c2c1C(=O)CCC2	6	91
63	CCOC(=O)N1CCC(NC(=O)CCC(=O)c2ccccc2)CC1	1	109
64	O=C(COc1ccccc1)NCC(=O)N/N=C/C(Br)=C/c1ccccc1	-5	.
65	C=CCC1S/C(=N\N=C\c2ccc(Cl)cc2)NC1=O (stereo not given)	-6	.
66	Cn1[nH]c(=O)c2ccccc2c1=O	9	121
67	COc1ccc(OCC(=O)Nc2ccccc2C(=O)N2CCCC2)cc1	9	102
68	Cc1c(C(=O)OCC2CCCO2)[nH]c2c1C(=O)CC(c1ccc(N(C)C)cc1)C2 (stereo not given)	6	91
69	CCCCCn1c(CN2CC(C)OC(C)C2)nc2c1c(=O)n(C)c(=O)n2C (stereo not given)	-2	99
70	Nn1c(SCC(=O)Nc2ccc(F)cc2F)nnc1-c1cccnc1	8	78
71	Cc1onc(-c2ccccc2Cl)c1C(=O)N1CCN(c2ccc([N+](=O)[O-])cc2Cl)CC1C (stereo not given)	4	.
72	O=C(N/N=C/c1ccccc1O)C12CC3CCC(CC(C3)C1)C2	10	.
73	Cc1cc(Cl)ccc1OC(C)C(=O)NCCC1=CCCCC1 (stereo not given)	4	.
74	O=C1NN(c2ccc(Cl)c(Cl)c2)C(=O)/C1=C/c1ccccc1O	3	.
75	Nc1c(C(=O)OCC2CCCO2)c2nc3ccccc3nc2n1C1CCCCC1 (stereo not given)	-9	.
76	CCOC(=O)c1c(NC(=O)c2ccc(S(=O)(=O)N3CCCCCC3)cc2)sc2c1CCC2	4	.
77	O=C(NC1CCCC1)C1CCCN1S(=O)(=O)c1cccc2cccnc12 (stereo not given)	-4	101
78	O=C(/C=C\Nc1ccc(Br)cn1)c1ccc(Cl)cc1	21	.
79	CC(C)(C)NC(=O)CN(C(=O)C1CSC(=O)C1)c1ccc2c(c1)OCCO2 (stereo not given)	-5	102
80	O=C(Nc1cc(Cl)ccc1N1CCOCC1)c1cnccn1	7	112
81	COc1ccc(S(=O)(=O)Nc2ccc(Br)cc2F)cc1	-8	.
82	COC(=O)c1ccc(OC(=O)CN2C(=O)c3cccc([N+](=O)[O-])c3C2=O)cc1	-3	.
83	CC(=O)N(Cc1ccccc1)c1ncc2c(n1)c(=O)c(C#N)c1ccccn12	25	139
84	COc1cccc(-c2nnc(NC(=O)c3ccccc3Br)o2)c1	9	99
85	c1ccc(-c2nnnn2CCOCCn2nnnc2-c2ccccc2)cc1	0	108
86	COCCN(CC(=O)Nc1ccccc1)S(=O)(=O)c1ccc(S(=O)(=O)N2CCCC2)cc1	1	101
87	O=c1c2c3nc4ccccc4nc3n(-c3ccc4c(c3)OCCO4)c2ncn1C1CCCC1	-2	100
88	Cc1nc(N2CCc3ccccc3C2)[nH]c(=O)c1CCC(C)C	-1	.
89	CCOC(=O)C1=C(C)NC(=O)NC1c1ccc(OCCO)c(OC)c1 (stereo not given)	8	101
90	COC(=O)c1ccc(NC(=O)NS(=O)(=O)c2ccc(C)cc2)cc1	7	98

Single records, from the list above. Screens in order: HePTP inhibitor	BAP1 block
Profile of `O=c1c2c3nc4ccccc4nc3n(-c3ccc4c(c3)OCCO4)c2ncn1C1CCCC1` → -2	100
Profile of `C=CCC1S/C(=N\N=C\c2ccc(Cl)cc2)NC1=O` (stereo not given) → -6	.
Profile of `CC(=O)N(Cc1ccccc1)c1ncc2c(n1)c(=O)c(C#N)c1ccccn12` → 25	139
Profile of `COc1ccc(S(=O)(=O)Nc2ccc(Br)cc2F)cc1` → -8	.
Profile of `COc1cccc(-c2nnc(NC(=O)c3ccccc3Br)o2)c1` → 9	99

Further records:
No.	canonical_smiles	HePTP inhibitor	BAP1 block
91	CCOc1ccccc1OCCN(CC)CC	9	.
92	O=C1NN(c2ccccc2)C(=O)/C1=C/c1ccc(-c2ccccc2Cl)o1	-8	.
93	O=C(Nc1cc2nn(-c3ccccc3)nc2cc1Cl)c1ccco1	-10	.
94	OCc1n[nH]c(CO)n1	5	98
95	O=c1c2ccccc2nc(Cc2ccccc2)n1-c1cccc2ccccc12	0	.
96	COC(=O)Nc1nnc(Cc2ccc(OC)cc2)s1	9	94
97	CC(C(=O)OCc1nnc(-c2ccccc2)o1)N1C(=O)c2ccccc2C1=O (stereo not given)	7	.
98	CCOc1ccc(/C=C/C(=O)N(C)Cc2ccccc2)cc1OC	-10	.
99	CCOc1ccccc1-n1c(COc2ccc(C)cc2)nnc1SCC(N)=O	9	111
100	Cn1nnnc1SCC(=O)c1c(N)n(C)c(=O)n(C)c1=O	6	117
101	CCC(C)c1ccc(OCCOc2ccc(/C=C3/SC(=S)N(C)C3=O)cc2OC)cc1 (stereo not given)	-15	.
102	CCOC(=O)/C=C/C(=O)Nc1nc(-c2ccc(C)cc2)cs1	13	.

Four entries from above, in transposed form.
98) CCOc1ccc(/C=C/C(=O)N(C)Cc2ccccc2)cc1OC
96) COC(=O)Nc1nnc(Cc2ccc(OC)cc2)s1
101) CCC(C)c1ccc(OCCOc2ccc(/C=C3/SC(=S)N(C)C3=O)cc2OC)cc1 (stereo not given)
91) CCOc1ccccc1OCCN(CC)CC

| assay / compound | 98 | 96 | 101 | 91 |
| --- | --- | --- | --- | --- |
| HePTP inhibitor | -10 | 9 | -15 | 9 |
| BAP1 block | . | 94 | . | . |
